# Screening results: PubChem BioAssay, several laboratories
# SV40 large T antigen: SV40 large T antigen inhibitors, biochemical (AID 1903). SV40 large T antigen ATPase/helicase inhibition assay; higher % means a stronger effect. inhibition, % at 20 µM, or IC50 in µM where a hit was titrated. 0.39% of 310,000 active; in the data active = a potency from the dose series; inconclusive = inhibition mostly from about 32% at the one dose, without a potency; inactive = the rest, 99 in 100 with inhibition below about 32%; note: strong numbers were not always called active
# AID2073: disruptors of CaV2.2 binding to Mint1 – biochemical, HTRF (AID 2073). HTRF protein-protein interaction, Mint1-CaV2.2; higher % means a stronger effect. one-dose inhibition, % at 20 µM; IC50 in µM for titrated hits. 0.19% of 290,000 active; in the data active = inhibition mostly above about 51%, no sharp cut-off; inconclusive = no clear call, values can overlap the other calls; inactive = mostly below about 53%; note: some results filed as inactive read as strong as hits
# XIAP antagonists: small molecules displacing peptide from XIAP – biochemical, IAP family, fluorescence polarization (AID 1018) | 0.007% of 200,000 active | displacement, % at 20 µM, or IC50 in µM where a hit was titrated | XIAP BIR domain, fluorescence polarization peptide displacement; higher % means a stronger effect; in the data active = displacement above about 50%; note: a part of the inactive calls stands beside numbers as strong as those of hits
# RSV CPE inhibition: inhibition of RSV-induced cytopathic effect – HEp-2 cells, primary 10 µM value included (AID 2391) | HEp-2 cells, RSV-induced CPE inhibition; higher % means a stronger effect | CPE inhibition, % at 10 µM, or IC50 in µM where a hit was titrated | 0.13% of 310,000 active; in the data active = a potency from the dose series; inconclusive = CPE inhibition mostly from about 23% at the one dose, without a potency; inactive = the rest, 99 in 100 with CPE inhibition below about 21%; note: strong numbers were not always called active
# NS5 inhibitors: Dengue-2 NS5 methyltransferase inhibitors, primary screen, biochemical, confirmation dose response (AID 588689); Dengue-2 NS5 methyltransferase capping enzyme assay, biochemical; higher % means a stronger effect; inhibition, % at 25 µM; hits with a dose series show IC50 in µM; 0.3% of 340,000 active; in the data active = a potency from the dose series; inconclusive = inhibition above about 29% without an active follow-up result
# MgcRacGAP inhibition: MgcRacGAP GTPase-activating activity inhibitors, confirmation, biochemical, ADP Hunter fluorescence; MgcRacGAP-stimulated Rac1 GTP hydrolysis, ADP Hunter fluorescence; higher % means a stronger effect; GST-tagged Rac1 F28L mutant substrate; AID 624330; inhibition, % at 30 µM; hits with a dose series show IC50 in µM; 0.6% of 340,000 active;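 active = first-screen hits whose inhibition reached a set limit at any dose in the follow-up dose series; inconclusive = inhibition above the set first-screen limit but never retested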;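 note: fluorescence reports GDP produced by GAP-driven GTP hydrolysis; strong numbers were not always called active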
# LYP phosphatase: inhibitors of LYP phosphatase, biochemical, fluorescence intensity, uHTS (AID 1779); recombinant LYP phosphatase, fluorescence intensity; higher % means a stronger effect; inhibition, % at 11.5 µM; hits with a dose series show IC50 in µM; 0.054% of 290,000 active; in the data active = inhibition above about 50%;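 note: plate controls were vehicle with enzyme for no effect and no enzyme for full effect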
# HIV fusion peptide: cell-free HIV fusion peptide-binding blockers – biochemical, uHTS, fluorescence dequenching, primary screen (AID 1986); cell-free peptide binding, fluorescence dequenching, 30 min; higher % means a stronger effect; one-dose inhibition, % at 20 µM; IC50 in µM for titrated hits; 0.3% of 290,000 active; in the data active = inhibition mostly above about 52%, no sharp cut-off; inactive = mostly below about 76%; note: some results filed as inactive read as strong as hits
# Siah-1 displacement: Siah-1 peptide-binding antagonists, primary screen, biochemical, fluorescence polarization, rhodamine-plectin, uHTS (AID 1817) | Siah-1 / rhodamine-plectin peptide fluorescence polarization; higher % means a stronger effect | one-dose displacement, % at 20 µM; IC50 in µM for titrated hits | 0.02% of 290,000 active;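 active = displacement of at least 50% at 20 µM, with a fluorescence ratio check between 0.3 and a set limit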;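 note: plate controls were Siah plus tracer with DMSO for no effect and tracer alone without Siah for full effect; strong numbers were not always called active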
# NS5 inhibitors pilot replicate: recorded beside NS5 inhibitors, whose call it bears; inhibition, %; measured here: pilot screen replicate inhibition
# An asterisk follows results filed as active; ? = inconclusive; . = no result given.
SMILES,SV40 large T antigen,AID2073,XIAP antagonists,RSV CPE inhibition,NS5 inhibitors,MgcRacGAP inhibition,LYP phosphatase,HIV fusion peptide,Siah-1 displacement,others
O=C(Nc1cccc(C(=O)Nc2cccc(Br)c2)c1)c1ccccc1,5%,?,.,?,3%,7%,-5%,2.7%,8%,
O=S(=O)(NCCCSc1ccccc1)c1ccccc1F,6%,8%,.,1.4%,-7%,3%,-3%,-1.3%,-3%,
O=C(O)c1ccccc1C(=O)NCC(O)c1ccccc1 (configuration not stated),6%,17%,.,-0.4%,2%,7%,-12%,-2.5%,-1%,
COc1ccccc1CN1CC(C(=O)N(Cc2cnn(C)c2)C(C)C)CCC1=O (configuration not stated),19%,-1%,.,1.6%,-1%,17%,-7%,1.6%,-2%,
COCCSc1ccccc1C(=O)N1CCCC(C)C1 (configuration not stated),4%,-2%,-15%,1.7%,-5%,12%,-12%,-2.1%,2%,
CN(NC(=O)c1ccc(Cl)cc1)c1ncc(C(F)(F)F)cc1Cl,6%,6%,.,.,11%,11%,-1%,0.1%,0%,
N#CCCn1cc(C(=O)NCc2ccccc2)c(-c2cccs2)n1,-4%,-1%,1.3%,3.5%,-3%,3%,-3%,2.0%,3%,
CCC(=O)[C@@]1(C)[C@H](C)C[C@H]2[C@@H]3CCC4=CC(=O)C=C[C@]4(C)[C@H]3[C@@H](O)C[C@@]21C,1%,.,.,-1.5%,4%,4%,.,.,.,
CCCCNC(=S)Nc1cc([N+](=O)[O-])ccc1C,8%,-4%,0.9%,-0.5%,-5%,5%,-7%,1.4%,5%,
O=C(Nc1cccc(Cl)c1)c1cc(-c2ccco2)on1,5%,-2%,.,1.4%,-3%,3%,-6%,2.8%,2%,
CC(=O)c1cccc(NC(=O)CSc2ccc(-c3sc(C)nc3C)nn2)c1,15%,12%,.,2.9%,1%,7%,-8%,1.1%,10%,
O=C(c1cc(S(=O)(=O)N2CCOCC2)ccc1F)N1CCN(Cc2ccccc2)CC1,22%,-4%,-0.9%,-0.7%,-6%,2%,1%,-1.5%,-1%,
CCC1=Nc2cc(C(=O)NCCCN3CCN(C)CC3)ccc2Sc2ccccc21,11%,3%,.,-2.1%,-9%,4%,-9%,0.8%,7%,
CCNC(=O)c1sc(-c2ccccc2)nc1C,-1%,4%,-4.8%,3.1%,5%,5%,-6%,0.9%,3%,
O=C(Nc1cccc(C(=O)O)c1)/C(=C/c1ccc2c(c1)OCO2)NC(=O)c1cccc(Br)c1,27%,2%,-2.9%,2.1%,0%,6%,-5%,18%,-3%,
CCOc1cc(C(=O)NCC(=O)N2CCC3(CC2)NCCc2[nH]cnc23)cc(OCC)c1OCC,-2%,0%,.,0.7%,2%,9%,-8%,1.3%,0%,
CC(=O)N1CCN(c2ccc(NC(=O)c3ccco3)cc2)CC1,10%,-8%,.,2.2%,-7%,9%,-4%,-0.8%,2%,
O=C(NCC(O)c1ccccc1)c1ccc(Cl)c(S(=O)(=O)N2CCCCC2)c1 (configuration not stated),17%,9%,.,1.3%,-9%,10%,-5%,-1.0%,8%,
CC(C)(C)NC(=O)C1CC1(c1ccccc1)c1ccccc1 (configuration not stated),11%,2%,.,1.2%,0%,6%,-3%,-0.6%,-1%,
O=C(/C=C/c1ccc(Cl)cc1)NCc1ccncc1,5%,-1%,-3.2%,0.3%,-1%,3%,-9%,-0.4%,-2%,
CCCn1c(=O)c2ccccc2n2c(SCCOc3ccccc3)nnc12,27%,-2%,-7.0%,0.7%,4%,5%,-6%,-1.5%,2%,
Cc1nc(N2CCN(c3ccccn3)CC2)c2c(C)c(C(=O)N3CCN(c4ccccc4F)CC3)sc2n1,-6%,33%,.,14%,-5%,11%,9%,-0.6%,-5%,
CC(C)[C@H](NC(N)=O)C(=O)Nc1cccc(S(=O)(=O)N2CCOCC2)c1,4%,13%,-3.1%,2.5%,-5%,3%,-5%,2.4%,5%,
O=C(Nc1nc2ccccc2[nH]1)NC1CCCCC1,2%,-2%,.,9.2%,-5%,11%,-9%,-0.4%,2%,
CC(=O)c1ccc(S(=O)(=O)N2CCCc3ccccc32)cc1,7%,-3%,.,2.2%,-10%,8%,-9%,0.7%,2%,

# (cont.)
SMILES,SV40 large T antigen,AID2073,XIAP antagonists,RSV CPE inhibition,NS5 inhibitors,MgcRacGAP inhibition,LYP phosphatase,HIV fusion peptide,Siah-1 displacement,others
C=CCN1C(=O)CN=C1Nc1ccc(OC)cc1OC,8%,-6%,-13%,3.0%,-3%,11%,1%,-2.4%,5%,
CSCC(C)N1CCC(n2nccc2NC(=O)CCc2ccccc2)CC1 (configuration not stated),.,-12%,.,.,14%,4%,-12%,14%,8%,
O=C1C=C(c2ccccc2)CC(c2cccs2)C1n1cnc([N+](=O)[O-])c1 (configuration not stated),5%,-2%,-2.2%,1.5%,10%,4%,-1%,1.7%,0%,
CC(=O)Oc1cccc(C(=O)Nc2ccccc2NC(=O)c2cccc(OC(C)=O)c2)c1,-4%,2%,.,-0.9%,7%,6%,-5%,-0.4%,-4%,
O=C(NC(=S)NC1CCCCC1)c1ccccc1[N+](=O)[O-],6%,-1%,.,3.1%,-6%,7%,-1%,0.5%,1%,
CC(C)CN(CC(C)C)C(=O)CN1C(=O)NC2(CCc3ccccc3C2)C1=O (configuration not stated),23%,7%,.,0.3%,-2%,8%,-5%,-2.1%,2%,
CCOc1cc(/C=C(\C#N)C(N)=O)ccc1OCc1c(C)no[n+]1[O-],11%,3%,-3.1%,4.6%,-10%,3%,-4%,1.3%,-2%,
COc1ccc(S(=O)(=O)Nc2ccc3c(c2)CCC3)cc1,19%,12%,-0.6%,3.9%,-11%,-2%,1%,-2.6%,0%,
Clc1ccc(Sc2oc(/C=N/n3cnnc3)cc2Br)cc1,-1%,-9%,-3.0%,1.2%,-3%,6%,-5%,-0.1%,1%,
c1ccc2c(c1)[nH]c1c(N3CCCC3)ncnc12,-1%,-2%,-9.2%,0.6%,-3%,12%,-1%,-2.8%,6%,
COc1cc(/C=N/Nc2nc(N3CCCC3)nc(N3CCCC3)n2)ccc1OCc1ccccc1F,16%,-1%,.,5.1%,.,.,8%,-1.2%,-2%,
CCN1CCN(Cc2coc3ccc(C)cc3c2=O)CC1,-7%,1%,-1.9%,0.5%,-10%,0%,-13%,0.5%,-1%,
CCCN(C(=O)c1ccco1)c1nnc(-c2ccncc2)s1,18%,-3%,-7.7%,-1.7%,-4%,13%,-1%,5.1%,6%,
O=C(O)/C=C/C(=O)Nc1ccc(F)cc1F,7%,-4%,-6.1%,1.4%,-10%,5%,-6%,-1.7%,-2%,
O=S(=O)(c1cccc(Cl)c1)N1CCC(c2nc3ccccc3[nH]2)CC1,3%,13%,.,-0.1%,-3%,-1%,-9%,2.7%,-1%,
CCOc1ccc2c(c1)C(NC(C)=O)C(=O)N2CCN1CCOCC1 (configuration not stated),-4%,13%,.,1.3%,-22%,5%,-6%,-2.3%,11%,
CCCCCCc1c(C)[nH]c2nc3ccccc3n2c1=O,3%,6%,.,0.2%,-3%,4%,-7%,-0.1%,17%,
COc1ccccc1N1CCN(C2CC(=O)N(c3ccc(Cl)cc3)C2=O)CC1 (configuration not stated),8%,11%,.,0.6%,-5%,8%,-8%,0.1%,4%,NS5 inhibitors pilot replicate=3.7
CCCCNc1ncnc2c1cnn2-c1ccccc1,-2%,-2%,-5.9%,3.7%,9%,13%,-4%,-3.8%,-2%,

# Fetched by compound from the entries so far:
SMILES,SV40 large T antigen,AID2073,XIAP antagonists,RSV CPE inhibition,NS5 inhibitors,MgcRacGAP inhibition,LYP phosphatase,HIV fusion peptide,Siah-1 displacement,others
COc1cc(/C=N/Nc2nc(N3CCCC3)nc(N3CCCC3)n2)ccc1OCc1ccccc1F,16%,-1%,.,5.1%,.,.,8%,-1.2%,-2%,
CC(C)CN(CC(C)C)C(=O)CN1C(=O)NC2(CCc3ccccc3C2)C1=O (configuration not stated),23%,7%,.,0.3%,-2%,8%,-5%,-2.1%,2%,

# By substructure, the compounds so far with a Cl atom.
SMILES,SV40 large T antigen,AID2073,XIAP antagonists,RSV CPE inhibition,NS5 inhibitors,MgcRacGAP inhibition,LYP phosphatase,HIV fusion peptide,Siah-1 displacement,others
CN(NC(=O)c1ccc(Cl)cc1)c1ncc(C(F)(F)F)cc1Cl,6%,6%,.,.,11%,11%,-1%,0.1%,0%,
O=C(Nc1cccc(Cl)c1)c1cc(-c2ccco2)on1,5%,-2%,.,1.4%,-3%,3%,-6%,2.8%,2%,
O=C(NCC(O)c1ccccc1)c1ccc(Cl)c(S(=O)(=O)N2CCCCC2)c1 (configuration not stated),17%,9%,.,1.3%,-9%,10%,-5%,-1.0%,8%,
O=C(/C=C/c1ccc(Cl)cc1)NCc1ccncc1,5%,-1%,-3.2%,0.3%,-1%,3%,-9%,-0.4%,-2%,
Clc1ccc(Sc2oc(/C=N/n3cnnc3)cc2Br)cc1,-1%,-9%,-3.0%,1.2%,-3%,6%,-5%,-0.1%,1%,
O=S(=O)(c1cccc(Cl)c1)N1CCC(c2nc3ccccc3[nH]2)CC1,3%,13%,.,-0.1%,-3%,-1%,-9%,2.7%,-1%,
COc1ccccc1N1CCN(C2CC(=O)N(c3ccc(Cl)cc3)C2=O)CC1 (configuration not stated),8%,11%,.,0.6%,-5%,8%,-8%,0.1%,4%,NS5 inhibitors pilot replicate=3.7
